Compound activity (PubChem BioAssay)
WT yeast gro inh: growth inhibition of WT yeast, mitochondrial fusion screen; mitochondrial fusion phenotypic screen, WT strain; inhibition, % at 10 µM; 190,000 compounds, 2.1% hits; AID 1362; in the data active = inhibition above about 58%; tested in S. cerevisiae
Dynein cargo inh: dynein cargo transport inhibition; 3617.4 mouse cells, GR-EGFP nuclear translocation imaging; test concentration mostly 20 µM; stimulated with dexamethasone, 1 µM; hits give low values; z-score, hits read low; 220,000 compounds, 0.47% hits; AID 1381;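 active = plate z-score of nuclear minus cytoplasmic receptor signal below a set negative limit, without overly bright fluorescence or cell loss, cut at about -3.5 in these data, passing the limit was not always enough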;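 also: z-score of nuclear minus cytoplasmic ring GR-EGFP intensity difference per well; some compounds called inactive have numbers as strong as hits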
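Schedule: 48 h induction, then 1 h compound, then 30 min agonist, 37 °C. Buffer or medium: tetracycline-free induction medium containing charcoal-stripped FBS. Reagent: 1.0 µM final dexamethasone stimulus. Evaluation: nuclear versus cytoplasmic GR-EGFP signal, averaged per well. Signal: high-content fluorescence imaging after fixation.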
T cell HTS: T cell immune modulation candidate; 2C CD8+ T cell-vesicle binding, flow cytometry; hits give low values; calls only at 7 µM; 330,000 compounds, 0.068% hits;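 active = response, share of CD8 T cells binding vesicles, and their 90th percentile fluorescence all below set limits, cut at about 80% in these data, passing the limit was not always enough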
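Also added: QL9-peptide-loaded Drosophila micro-vesicles bearing Ld, ICAM-1 and B7-1; Test system: purified 2C TCR transgenic mouse naive CD8+ T cells; Measured by: cytometric PE anti-B7-1 and Alexa647 anti-CD8 signals after 1% paraformaldehyde fixation; Timing: binding step 1.5 h, 37 °C, antibody labelling 20 min, ice.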
M17LAP inhibition: P. falciparum M17LAP inhibitors, primary screen, biochemical, fluorogenic H-Leu-NHMec substrate, 1536-well (AID 1619); recombinant M17LAP, H-Leu-NHMec fluorogenic kinetic assay; higher % means a stronger effect; inhibition, % at 30 µM; hits with a dose series show IC50 in µM; 220,000 compounds, 0.38% hits;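 active = compound inhibiting the enzyme by more than half at any dose during confirmatory dose-response retesting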;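 also: plate controls were full reaction with DMSO carrier for no effect and no enzyme background for full effect; strong numbers were not always called active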
Yfh1-off respiration: enhancers of respiration in Yfh1-depleted yeast, dose response, Friedreich's ataxia, plus single-dose screen (AID 1465); S. cerevisiae Yfh1-off respiration, WST-1 reduction, 72 h; higher fold induction means a stronger effect; 220,000 compounds, 0.074% hits; fold induction at 50 µM; hits with a dose series show EC50 in µM;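 active = fold induction of absorbance versus untreated yeast above a set limit, then at least 30% activation at any dose in follow-up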;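 also: activators that raise dye reduction in frataxin-depleted yeast; strong numbers were not always called active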
MT stabilizer: stabilizes microtubules in HeLa cells; HeLa tubulin immunostaining HCS, 24 h; share of cells brighter than vehicle mean+2SD; AID 2205; % tubulin-high responders, % at 10 µM; 200,000 compounds, 0.83% hits;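 active = plate Z-score above 3 for both tubulin-high and condensed-nucleus cell shares, with cell loss under 80%, at 10 µM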;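 also: anti alpha tubulin signal scored within the nucleus-defined area of each cell; some results filed as inactive read as strong as hits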
Autophagy mod: alters autophagy in cells | MEF GFP-LC3 puncta imaging; test concentration mostly 10 µM | calls only at 10 µM (by protocol) | 190,000 compounds, 0.98% hits | AID 463193;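 active = percentage of spot-positive cells more than 3 SD above its plate mean, without a fluorescence outlier flag or 80% toxicity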;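 also: spot-positive cell cutoff set from DMSO-treated cells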
M1AAP inhibition: P. falciparum M1AAP inhibitors, biochemical, fluorogenic H-Leu-NHMec substrate, 1536-well (AID 1445); inhibition, % at 30 µM; hits with a dose series show IC50 in µM; recombinant M1AAP, H-Leu-NHMec fluorogenic kinetic assay; higher % means a stronger effect; 220,000 compounds, 0.42% hits;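 active = primary inhibition above the hit cutoff, then over 50% inhibition at one or more dose response concentrations, cut at about 23% in these data, passing the limit was not always enough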;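 also: plate controls were DMSO full reaction for no effect and no enzyme background for full effect; strong numbers were not always called active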
b-catenin transl: beta-catenin nuclear translocation modulation; HeLa beta-catenin nuclear translocation, immunofluorescence imaging; nuclear translocation activity, % at 5 µM; 190,000 compounds, 0.3% hits; AID 1665;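 active = nuclear translocation activity above 50% at 5 µM, with a well cell count of 50 or more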;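 also: per-cell ratio of nuclear to cytoplasmic median beta-catenin stain intensity; plate controls were DMSO negative control for no effect and GSK-3 inhibitor IX positive control for full effect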
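Read-out: Nuclear/cytoplasmic beta-catenin signal ratio, % activation | Assay system: Human HeLa cell line | Times: 24 h compound exposure at 37°C, 5% CO2 | Signal: Fluorescence imaging of beta-catenin antibody stain plus DAPI | Dosing: 5 µM primary, 0.02–20 µM confirmation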
WT yeast gro inh mutant strain: recorded beside WT yeast gro inh, whose call it bears; inhibition, %; mitochondrial fusion phenotypic screen, mutant strain inhibition
Dynein cargo inh cytoplasmic EGFP: second read-out of Dynein cargo inh, no call of its own (marks repeat the call); z-score; measured here: cytoplasmic GR-EGFP intensity; hits give high values
Dynein cargo inh nuclear GR-EGFP: also measured in Dynein cargo inh; calls as there; z-score; measured here: nuclear GR-EGFP intensity;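 lower value marks the stronger effect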
Dynein cargo inh cell count: further read-out of Dynein cargo inh, marked with its call; z-score; measured here: cell count per field
b-catenin transl cell count 5 µM: also measured in b-catenin transl; calls as there; cell count; measured here: cell count, cytotoxicity flag
T cell HTS vesicle-bound %: second read-out of T cell HTS, no call of its own (marks repeat the call); double positive events, %; measured here: CD8+ vesicle-bound cell fraction;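 binding gate set so that unloaded-vesicle control wells show 10% double positive cells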
MT stabilizer Hoechst-high %: second read-out of MT stabilizer, no call of its own (marks repeat the call); % Hoechst-high responders; measured here: nuclear condensation Hoechst responders;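 share of cells brighter than vehicle mean plus two SD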
MT stabilizer cytotoxicity %: further read-out of MT stabilizer, marked with its call; toxicity, %; measured here: cytotoxicity by cell density;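 0% = mean cell density of plate MIN control wells and 100% = no cells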
Autophagy mod cell loss 18 h: also measured in Autophagy mod; calls as there; toxicity, %; measured here: cell loss, nuclei count;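 cell loss after 18 h compound exposure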
The depositor's hits bear a star; i = inactive; x = not tested or not shown; & = joins results of further samples. This is a random part of the collection; 4.4% or so of the library scored in one or more.

SMILES	WT yeast gro inh	WT yeast gro inh mutant strain	Dynein cargo inh	Dynein cargo inh cytoplasmic EGFP	Dynein cargo inh nuclear GR-EGFP	Dynein cargo inh cell count	T cell HTS	T cell HTS vesicle-bound %	M17LAP inhibition	Yfh1-off respiration	MT stabilizer	MT stabilizer Hoechst-high %	MT stabilizer cytotoxicity %	Autophagy mod	Autophagy mod cell loss 18 h	M1AAP inhibition	b-catenin transl	b-catenin transl cell count 5 µM
Cc1ccc(S(=O)(=O)Cc2cccc(C(=O)N3CCOCC3)c2)cc1	-6	-19	-0.55	-0.26	-1	1.6	i	35	1%	i	2.6	2.4	3.5	i	-16	-3%	0.8	1052
CC1(C)CCCN(C(=O)c2coc(=O)c(Br)c2)C1	-11	-11	1.5	-0.23	0.68	-1.2	x	x	-93%	i	4.4	2.3	4.6	i	-5	8%	0.3	1364
Cn1c(=O)c2c(nc(N/N=C/c3ccco3)n2C)n(C)c1=O	-12	-14	-0.89	-0.33	-0.37	0.29	i	24	63%	i	3.9	1.0	6.0	i	11	18%	-0.4	1443
CCOc1ccc(N(CC(=O)NCc2ccc(OC)cc2)S(=O)(=O)c2c(C)noc2C)cc1	-2	-3	0.094	0.35	0.19	0.031	i	33	5%	i	3.1	2.8	11	i	10	0%	1.0	1329
NC(=O)CSc1nnnn1-c1ccc(OC(F)(F)F)cc1	0	-20	-0.2	-0.24	-0.0089	0.68	i	26	-3%	i	5.6	2.6	8.2	i	-4	5%	-2.7	864
C[C@]12CCC(=O)C=C1CC[C@@H]1[C@@H]2[C@@H](O)C[C@@]2(C)[C@H]1CC[C@]2(O)C(=O)COC(=O)CCC(=O)O	-16&5	-16&3	-1.3&-1.4	-0.2&-0.25	-0.023&-0.13	0.23&0.69	i	20&16	10%&-14%	i	1.0&2.7	0.7&1.6	7.8&3.0	i	11&24	8%&13%	-8.7	423
CNc1ccccc1C(=O)OC	x	x	2.7	-0.26	2.6	-2.4	i	5	-13%	i	x	x	x	x	x	-1%	3.1	1109
COc1ccc(Cl)cc1NC(=O)CN(C)C1CCCCC1	26	30	-0.43	-0.22	-0.076	0.35	i	38	-8%	i	2.1	2.4	10	i	-1	-1%	-3.3	1209
CN(C)c1ccc(/C=N/NC(=O)c2cc(=O)[nH]c3ccccc23)cc1	x	x	-1.4	-0.23	-0.78	1.2	i	16	3%	i	x	x	x	x	x	8%	-2.5	1191
COc1cc(/C=C2\C(=O)N(CCC#N)N=C2C)ccc1OCC(=O)Nc1ccccc1	-7	-18	0.73	-0.25	0.47	0.97	i	49	27%	i	4.7	1.9	2.9	i	2	5%	-6.4	602
CCOC(=O)C1=C(N)OC2=C(C(=O)CCC2)C1c1ccccc1OCC (stereo unspecified)	8	2	-0.91	-0.2	-0.28	0.46	i	55	5%	i	1.9	2.9	11	i	-2	11%	-3.5	714
Cc1ccsc1CNC1C2CC3CC(C2)CC1C3 (stereo unspecified)	-6	0	-1.2	-0.12	-0.5	1.1	i	22	1%	i	1.6	1.7	9.5	i	-19	-5%	-2.8	1001
CCCn1nc(NC(=O)c2cccs2)c2cc3ccc(C)cc3nc21	x	x	0.35	-0.19	0.17	-0.31	i	24	-13%	i	x	x	x	x	x	2%	0.1	1313
N#Cc1c(NC(=O)CSc2ncn[nH]2)sc2c1CCCCC2	15	7	0.63	-0.23	0.61	0.069	i	15	<1µM*	i	4.7	6.2	0.6	i	-3	-4%	x	x
O=C(CN1CCN(c2ccc(Cl)cc2)CC1)N1CCCC1	-16	7	-0.15	0.31	0.33	-0.56	i	35	-5%	i	1.7	2.3	4.9	i	-4	3%	-7.3	1264
O=C(O)c1ccc2c(=O)[nH]c(CCl)nc2c1	-5	9	1.2	-0.33	0.77	0.2	i	62	3%	i	2.5	3.0	8.5	i	-4	12%	-1.1	1107
CC[C@@H](C)C(N)c1cn([C@@H](CCC(=O)O)C(=O)N2CCNCC2)nn1 (stereo partly specified)	3	0	2.5	-0.082	1.9	-1.7	i	18	4%	i	3.8	1.4	6.9	i	1	7%	-2.7	1201
Cc1cc(C)c(C(=O)COC(=O)c2cc([N+](=O)[O-])ccc2NCCO)cc1C	1	-5	-0.28	-0.13	-0.26	-0.14	i	53	-1%	i	3.8	1.3	7.0	i	3	22%	-1.1	1015
CCOC(=O)CNC(=O)CSc1ccc2nnc(-c3ccc(F)cc3)n2n1	-9	-8	0.8	-0.23	0.32	0.033	i	22	-4%	i	3.9	1.3	7.2	i	9	2%	-1.5	1112
O=C(COC(=O)c1ccc(Br)o1)NCc1cccs1	22	-7	-0.37	-0.22	-0.11	0.45	i	35	19%	i	1.5	1.4	6.2	i	-9	7%	x	x
CC(C)CCn1nnnc1C(c1ccc(N(C)C)cc1)N1CCN(C(=O)c2ccco2)CC1 (stereo unspecified)	-1	0	-0.78	-0.27	-0.0066	0.23	i	47	8%	i	7.1	3.9	6.5	i	3	15%	-9.1	1055
C=C(C)CNC(=S)Nc1cccc(N)n1	20	26	1.7	-0.17	1.7	-2.2	x	x	2%	i	3.0	0.8	2.4	i	12	2%	-5.1	1127
O=C(CN(CC1CCCO1)C(=O)CNS(=O)(=O)c1ccc(F)cc1)NCc1ccco1 (stereo unspecified)	-16	-2	-0.59	-0.32	-0.39	0.79	i	46	-9%	i	2.9	3.5	6.6	i	-8	-3%	-1.0	1126
CCOC(=O)c1c(C)[nH]c(C(=O)Cn2c(=O)oc3ccccc32)c1C	-5	-11	1.6	0.29	1.5	-1.5	i	52	0%	i	2.7	0.4	68	i	0	0%	-0.2	1064
CCC(=O)Nc1ccc(C(=O)Nc2cccc(C)n2)cc1	-7	11	-0.74	-0.28	-0.35	1.3	i	51	17%	i	3.4	1.5	3.1	i	9	4%	-3.6	1117
CCc1[nH]nc2c1C(c1cccnc1)C(C#N)=C(N)O2 (stereo unspecified)	5	-2	0.86	-0.0089	0.32	0.79	i	9	11%	i	2.2	2.5	3.0	i	8	1%	-1.7	1054
COc1ccc(C2/C(=C(/O)c3ccccc3)C(=O)C(=O)N2CCN2CCOCC2)c(OC)c1 (stereo unspecified)	1	-6	0.19	-0.29	0.22	0.099	i	36	21%	i	3.7	1.5	9.9	i	3	11%	x	x
CCOc1cc(CO)cc(Br)c1OCC(=O)Nc1ccccc1C	1	-2	-0.61	-0.33	0.34	0.1	i	54	0%	i	4.3	3.6	5.6	i	2	-4%	-3.2	1052
O=S(=O)(Nc1ccc(Cc2ccncc2)cc1)c1ccc(Br)cc1	6	2	0.25	-0.14	-0.053	-0.26	i	42	1%	x	1.6	2.2	7.3	i	11	-3%	-0.2	1308
CCOC(=O)c1sc(NC(=S)NC(=O)c2cccc(Cl)c2)c(C(=O)OCC)c1C	2	7	1.1	-0.22	0.16	-0.49	i	39	-2%	i	1.7	1.6	2.2	i	-22	-12%	0.5	1077

Limited to Yfh1-off respiration (2 entries from above):
| Molecule | Yfh1-off respiration |
| --- | --- |
| CC(C)CCn1nnnc1C(c1ccc(N(C)C)cc1)N1CCN(C(=O)c2ccco2)CC1 (stereo unspecified) | i |
| O=C(COC(=O)c1ccc(Br)o1)NCc1cccs1 | i |

More entries
SMILES	WT yeast gro inh	WT yeast gro inh mutant strain	Dynein cargo inh	Dynein cargo inh cytoplasmic EGFP	Dynein cargo inh nuclear GR-EGFP	Dynein cargo inh cell count	T cell HTS	T cell HTS vesicle-bound %	M17LAP inhibition	Yfh1-off respiration	MT stabilizer	MT stabilizer Hoechst-high %	MT stabilizer cytotoxicity %	Autophagy mod	Autophagy mod cell loss 18 h	M1AAP inhibition	b-catenin transl	b-catenin transl cell count 5 µM
O=C(Nc1cc(-c2nc3ccccc3s2)ccc1Cl)c1ccc2c(c1)OCO2	-6	3	1.1	-0.18	1.6	-1.7	i	21	-2%	i	3.2	2.0	11	i	9	5%	0.9	1418
Cc1c(CNC(=O)C2CC2)c(-n2cccc2)n(Cc2ccccc2)c1C	-15	9	-0.53	-0.34	-0.27	0.51	i	14	7%	i	4.7	2.1	14	i	41	12%	-2.2	1029
COc1ccc(C=O)c(OC)c1	-8	-6	-1.3	0.92	-0.69	1.6	i	47	-8%	i	2.0	1.1	4.8	i	-9	2%	-2.1	1076
C=CCn1c(Cc2ccc(OC(C)C)c(Cl)c2)nnc1SCC(N)=O	4	3	0.091	-0.26	-0.091	0.8	i	55	22%	i	2.9	2.2	3.8	i	1	3%	6.3	1135
Cc1nc(SCc2nc3ccccc3[nH]2)c2oc3ccccc3c2n1	-6	3	-0.16	-0.21	0.13	0.35	i	17	-15%	i	3.5	1.4	2.9	i	-23	3%	-0.7	1330
Cc1nc(CCNS(=O)(=O)c2cccnc2)cs1	x	x	2.7	0.045	2.9	-3.2	i	33	-6%	i	x	x	x	x	x	-6%	0.5	1314
Nn1c(SCC(=O)Nc2ccc3c(c2)OCCO3)nnc1C(F)(F)F	-10	-42	-0.86	-0.2	0.024	1.6	i	33	6%	i	2.9	3.0	9.3	i	4	21%	0.3	1340
COc1ccc(OCC(O)CNS(=O)(=O)c2cccc(Cl)c2)cc1 (stereo unspecified)	x	x	-1.4	-0.28	-0.71	2.4	i	24	11%	i	x	x	x	x	x	-1%	-0.2	1067
